# p47phox inh – inhibitors of human p47phox binding | 220,000 tested, 0.53% active | inhibition, % at 24.7 µM | AID 1274 | p47phox/p22phox peptide binding, fluorescence polarization, 2 h;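 further: 0% = p47phox with labelled peptide and 100% = labelled peptide alone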
# Cl transport mod – KCC2 (human) Cl- transport modulation | Q9H2X9 | KCC2 cells, thallium flux FluoZin-2 fluorescence | B-score of Tl+ flux slope (higher = more flux/activation; lower = inhibition) at 10 µM | 190,000 tested, 2.2% active | AID 1456;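 active means thallium flux slope and its plate-corrected score both differing from the plate sample mean at a set confidence after two filtering rounds, in either direction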;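 further: slope of fluorescence scaled to starting intensity during 10 to 20 s after thallium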
# thrombin 1536 – inhibitors of human thrombin | alpha-thrombin, Boc-VPR-AMC fluorogenic substrate cleavage | 220,000 tested, 0.26% active | P00734 | inhibition, % at 5 µM;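 active means inhibition at or above 40%; inactive means inhibition below 40%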;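 further: 0% = enzyme with no compound and 100% = wells without enzyme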
#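 signal = AMC fluorescence, 355/460 nm | material = human alpha-thrombin enzyme | control set = enzyme without compound as high, wells lacking enzyme as low | times = reaction at room temperature | read-out basis = percent inhibition scaled between no-compound controls and no-enzyme blanks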
# 14-3-3 Bad inh – disrupts binding of bovine 14-3-3 zeta to phospho-Bad peptide. TR-FRET 14-3-3zeta/Dy647-pBad peptide displacement, 1 h. inhibition, % at 21.7 µM. 220,000 tested, 0.71% active. AID 781;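 active means inhibition above about 70%, limit read from the data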;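 further: 0% = full 14-3-3 plus peptide FRET controls and 100% = background without 14-3-3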
# Target sequence (P63103 whole entry, looked up): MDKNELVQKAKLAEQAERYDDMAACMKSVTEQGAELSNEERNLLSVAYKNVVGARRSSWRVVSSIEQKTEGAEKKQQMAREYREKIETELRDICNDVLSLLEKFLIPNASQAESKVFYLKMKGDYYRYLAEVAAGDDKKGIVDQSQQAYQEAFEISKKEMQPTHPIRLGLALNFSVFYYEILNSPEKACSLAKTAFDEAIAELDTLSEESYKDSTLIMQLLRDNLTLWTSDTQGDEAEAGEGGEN
# eIF4E-4G inh – blocks eIF4E binding to eIF4G; P63073+Q04637; TR-FRET eIF4E-eIF4GI(517-606) binding, 2 h; inhibition, % at 21.7 µM; 220,000 tested, 0.37% active;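 further: 0% = full FRET control wells and 100% = background wells lacking eIF4GI fragment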
# KLK5 inh – blocks human kallikrein 5 protease activity | inhibition, % at 5 µM | Q9Y337 | recombinant hK5, fluorogenic AMC substrate cleavage | AID 873 | 210,000 tested, 0.59% active;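 active means inhibition of 40% or more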;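 further: 0% = enzyme controls without compound and 100% = no-enzyme blanks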
# Target sequence (Q9Y337 67-293 limits assumed): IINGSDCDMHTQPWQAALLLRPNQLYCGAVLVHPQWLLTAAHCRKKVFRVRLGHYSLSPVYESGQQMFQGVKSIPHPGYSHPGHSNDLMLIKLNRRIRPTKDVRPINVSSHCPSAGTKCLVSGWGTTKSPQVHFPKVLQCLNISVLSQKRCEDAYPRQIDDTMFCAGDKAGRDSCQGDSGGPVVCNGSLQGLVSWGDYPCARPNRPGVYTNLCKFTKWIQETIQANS
# Furin inh – inhibitors of human furin. P09958. purified furin, fluorogenic substrate cleavage. inhibition, % at 30 µM. 220,000 tested, 0.061% active; in the data active means inhibition above about 25%; further: inactives centre near -15
# EBV gp42 inh – blocks Epstein-Barr virus glycoprotein 42 binding; 220,000 tested, 0.42% active; inhibition, % (tested at 21.74 µM); AID 1085; Fluorescence polarization binding assay, mP read-out; in the data active means inhibition above about 50%
# Target sequence (Q1HVG2 whole entry, looked up): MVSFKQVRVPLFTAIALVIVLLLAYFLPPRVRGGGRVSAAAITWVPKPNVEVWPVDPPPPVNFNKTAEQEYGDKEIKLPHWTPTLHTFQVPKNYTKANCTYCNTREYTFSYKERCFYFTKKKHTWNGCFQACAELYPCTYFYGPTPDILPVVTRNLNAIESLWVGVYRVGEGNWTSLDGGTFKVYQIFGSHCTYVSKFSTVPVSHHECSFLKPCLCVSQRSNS
# Rad51 HR inh – Rad51 (human) homologous recombination inhibition; Q06609; hRad51 DNA strand exchange, fluorescence dequenching; inhibition, % at 10 µM; 200,000 tested, 0.085% active;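 active means inhibition above 40% at the single screening dose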;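 further: 0% = DMSO control wells and 100% = blanks with heterologous ssDNA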
# Target sequence (Q06609 whole entry, looked up): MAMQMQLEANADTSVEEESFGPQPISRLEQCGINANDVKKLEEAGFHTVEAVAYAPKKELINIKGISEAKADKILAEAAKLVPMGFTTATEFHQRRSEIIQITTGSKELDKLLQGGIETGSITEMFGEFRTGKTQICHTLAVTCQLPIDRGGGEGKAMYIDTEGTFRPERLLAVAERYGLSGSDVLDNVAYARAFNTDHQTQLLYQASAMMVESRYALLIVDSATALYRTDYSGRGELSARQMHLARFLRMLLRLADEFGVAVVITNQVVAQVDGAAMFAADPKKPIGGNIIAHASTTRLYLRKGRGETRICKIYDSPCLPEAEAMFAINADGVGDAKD
#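 Test system – preformed human Rad51 ssDNA filaments · Reagent – Donor/quencher-labelled 47-bp dsDNA substrate · Incubation – 37 °C 15-min filament assembly, 30-min compound preincubation, 15-min exchange · Signal – FRET fluorescence dequenching, excitation 485 nm, emission 520 nm · Read-out – percent inhibition from fluorescence, normalised to plate control and blank means · Benchmarks – plate control and blank wells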
# Numbers without * were called inactive; i = inactive; x = no result given; [ ] = remark or other dose.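 How the source made its calls, unless noted: active means inhibition above about 30% (limit read from the data); inactive means the rest.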 This is a random part of the collection; about 4.7% have a hit in one of these screens.
# The line under a structure holds: 14-3-3 Bad inh	p47phox inh	thrombin 1536	Rad51 HR inh	eIF4E-4G inh	EBV gp42 inh	KLK5 inh	Furin inh	Cl transport mod
1: Cc1cc(NS(=O)(=O)c2ccc(NC(=O)CSc3nc4ncccc4[nH]3)cc2)nc(C)n1
    -13	-6	-4	9	-7	-10	-5	-4	0.16
2: CCOC(=O)c1c(-c2ccc(C)o2)csc1NC(=O)COC(=O)c1ccc(NC(N)=O)cc1
    5	-33	-4	3	-59	-23	3	-10[20 µM]	-0.42
3: CCC(=O)Nc1ccc(C(=O)OCc2ccccc2)cc1
    -7	-17	-1	1	7	-13	-1	-19	x
4: COc1cccc(C(=O)/C=C/c2ccc(N3CCCCC3)c([N+](=O)[O-])c2)c1
    -12[fluorescence artefact?]	0	-4	16	14	-3	-7	-14	1.5
5: CC(CCC(=O)O)C1CC[C@@]2(C)C3C(=O)CC4C(C)(C)C(O)CC[C@]4(C)C3C(=O)C[C@]12C (some centres undefined)
    -3	-7	-2	-19	1	-4	13	-18	1
6: Cc1cccc(NC(=O)c2cnc3scc(C)n3c2=O)c1
    4	3	-2	-3	-1	-10	-10	-8	0.27
7: COc1cc(/C=C(\C#N)C(=O)N2CCc3ccccc32)ccc1O
    8	-7	-4	-29	5	-41	4	-10	-2.7
8: O=C(Cn1cnc2ccccc2c1=O)N1CCN(c2ccc(F)cc2)CC1
    -12	-1	-3	7	5	-16	-2	-20	-0.19
9: COc1ccccc1C1CCCN1Cc1nc(-c2ccc(C)s2)oc1C (centres undefined)
    -6	-55	-4	-12	-2	-27	-3	-30	-0.52
10: Cc1ccc2c(Cl)c(C(=O)Nc3nn[nH]n3)sc2c1
    -20	5	-14	13	-5	4	-6	-25	-1.9
11: Cc1ccc([C@@H]2C[C@H]3CN(Cc4cccc(Cl)c4)C(=O)[C@]34CCCN24)o1
    -12	-18	-3	18	5	-8	-3	-25	-1.3
12: COc1ccc(CCn2nnc(-c3ccc(NC(C)=O)c(Cl)c3)n2)cc1
    7[fluorescence artefact?]	-11	0	-2	-3[fluorescence artefact?]	-18	-3	-16[20 µM]	0.82
13: O=C(O)c1ccc(Cn2cc(C(F)(F)F)ccc2=O)cc1
    0	-1	-10	1	2	-9	-5	-26	0.35
14: COc1ccc(CCNC(=O)Cn2nc(C(=O)O)c3ccccc3c2=O)cc1OC
    6	-1	-6	3	2	-17	-8	-11	-1.2
15: Cc1ccc(S(=O)(=O)N2CCN(S(=O)(=O)N3CCCCC3)CC2)c(C)c1
    1[fluorescence artefact?]	-9	5	-3	0[fluorescence artefact?]	-16	-6	4[20 µM]	x
16: O=C(NCc1ccc2c(c1)OCO2)c1ccc2c(c1)C(=O)N(Cc1cccnc1)C2=O
    2	0	-4	7	-5	6	9	-18[20 µM]	0.2
17: OC1COC(OCC2OC(OCc3ccccc3)C(O)C(O)C2O)C(O)C1O (centres undefined)
    -3	-5	1	4	2	-13	-1	-18	1.4
18: C/C=C/C(=O)Nc1ccccc1Br
    -2	-11	-11	0	1	-9	-17	-11[20 µM]	1.2
19: O=C1OC(Nc2ccc3c(c2)OCO3)c2ccccc21 (centres undefined)
    -2	5	-20	-1	9	-12	-8	-16	x
20: Cc1nc(/C(N)=N/OC(=O)c2cccc(Cl)c2)c(C(F)(F)F)o1
    -7	-9	3	0	-1	-11	-3	-16	-0.31
21: Cc1ccc2[nH]c3c(=O)n(CCCN4CCOCC4)cnc3c2c1
    4[fluorescence artefact?]	-3	-2	-5	2	2	-10	-31	-0.73
22: Cc1nc(C(=O)Nc2cccc(Cl)c2Cl)nn1-c1cc(OC(C)C)c(Cl)cc1Cl
    -4	-28	-4	x	-3	13	-18	-18[20 µM]	x
23: CC(C)CCOc1ccc(-c2c(=O)n(OCc3ccc([N+](=O)[O-])cc3)c3ccccc3[n+]2[O-])cc1
    -10[fluorescence artefact?]	-22	3	1	-2	-10	-2	-15[20 µM]	x
24: CCOC(=O)N1CCN(CC(=O)Nc2ccc(F)c(F)c2F)CC1
    -2	-5	0	x	4	-4	18	-19	-0.81
25: O=C(CN1C(=O)/C(=C/c2cccc(Br)c2)SC1=S)NC1=NCCS1
    8	-178	0	x	11	-36	x	-3	i
26: COc1ccc(CCNC(=O)c2ccccc2NC(=O)c2ccco2)cc1OC
    -5	7	-1	-9	6	5	0	-4	0.0038
27: COc1ccc(C(C)(C)C)cc1NC(=O)Cn1cnnn1
    -7	0	-7	2	2	2	-1	-25	0.61
28: O=c1c2c3c(sc2n(CCN2CCCC2)c(=O)n1Cc1ccccc1)CCCCC3
    2	-36	4	5	-3	-18	9	-31	-0.15
29: CCOC(=O)CSc1nc2c(c(=O)n1-c1ccc(OCC)cc1)SCC2
    -1	3	5	-4	-5	-16	2	-16[20 µM]	-0.014
30: O=C(CN1CCC(n2nnc3ccccc32)CC1)Nc1ccc2c(c1)CCC2
    -4[fluorescence artefact?]	-6	-5	-12	-1[fluorescence artefact?]	-17	-17	-9[20 µM]	-1
31: CCc1ccc2c(c1)cc(CN(C(=S)Nc1ccccc1C)C1CC1)c1nnnn12
    -6	-17	-17	-2	-10[fluorescence artefact?]	-6	-10	-18[20 µM]	-0.091
32: Cc1cc(NC(=O)Nc2ccccc2[N+](=O)[O-])no1
    -4	-3	-4	-11	-1	1	1	-15	-0.11
33: CC(C)CC1NC(=O)N(CC(=O)Nc2ccccc2-c2ccccc2)C1=O (centres undefined)
    -8	-6	-9	0	-2	-19	0	-26	0.22
34: COc1c(C)cc(C(=O)C2CCCN(Cc3c(C)n(C)n(-c4ccccc4)c3=O)C2)cc1C (centres undefined)
    -5	-2	0	x	2	-10	x	-5	-0.21
35: CCN(C(=O)CSc1nnc(-c2ccc(Cl)cc2)n1C)C1CCS(=O)(=O)C1 (centres undefined)
    -11	4	2	2	2	-12	-10	-6	-0.55
36: Cc1ccc(-n2c(O)c(C=Nc3ccc(S(=O)(=O)Nc4ncccn4)cc3)c3ccccc3c2=O)cc1C
    -20	-4	1	-1	-1	-8	6	-8	-0.04
37: CC(C)=N/N=C(/c1ccc([N+](=O)[O-])cc1)C12CN3CN(CN(C3)C1)C2
    0	-1	15	14	4	-11	2	-22	0.51
38: CC(C)N(C(=O)CSc1nc(COc2ccccc2)nc2ccccc12)C(C)C
    0	-11	-1	-5	-2	-14	-6	-10	3.6
39: COc1ccc(OC)c(S(=O)(=O)n2cccn2)c1
    2	2	0	-1	5	-19	13	-23	0.46
40: O=C(CNc1cccc2ccccc12)N/N=C/C(Br)=C/c1ccccc1
    32	-5	17	-12	10	0	20	-28[20 µM]	-0.5

# Compounds 26 through 37 of the list above:
# The line under a structure holds: 14-3-3 Bad inh	p47phox inh	thrombin 1536	Rad51 HR inh	eIF4E-4G inh	EBV gp42 inh	KLK5 inh	Furin inh	Cl transport mod
26: COc1ccc(CCNC(=O)c2ccccc2NC(=O)c2ccco2)cc1OC
    -5	7	-1	-9	6	5	0	-4	0.0038
27: COc1ccc(C(C)(C)C)cc1NC(=O)Cn1cnnn1
    -7	0	-7	2	2	2	-1	-25	0.61
28: O=c1c2c3c(sc2n(CCN2CCCC2)c(=O)n1Cc1ccccc1)CCCCC3
    2	-36	4	5	-3	-18	9	-31	-0.15
29: CCOC(=O)CSc1nc2c(c(=O)n1-c1ccc(OCC)cc1)SCC2
    -1	3	5	-4	-5	-16	2	-16[20 µM]	-0.014
30: O=C(CN1CCC(n2nnc3ccccc32)CC1)Nc1ccc2c(c1)CCC2
    -4[fluorescence artefact?]	-6	-5	-12	-1[fluorescence artefact?]	-17	-17	-9[20 µM]	-1
31: CCc1ccc2c(c1)cc(CN(C(=S)Nc1ccccc1C)C1CC1)c1nnnn12
    -6	-17	-17	-2	-10[fluorescence artefact?]	-6	-10	-18[20 µM]	-0.091
32: Cc1cc(NC(=O)Nc2ccccc2[N+](=O)[O-])no1
    -4	-3	-4	-11	-1	1	1	-15	-0.11
33: CC(C)CC1NC(=O)N(CC(=O)Nc2ccccc2-c2ccccc2)C1=O (centres undefined)
    -8	-6	-9	0	-2	-19	0	-26	0.22
34: COc1c(C)cc(C(=O)C2CCCN(Cc3c(C)n(C)n(-c4ccccc4)c3=O)C2)cc1C (centres undefined)
    -5	-2	0	x	2	-10	x	-5	-0.21
35: CCN(C(=O)CSc1nnc(-c2ccc(Cl)cc2)n1C)C1CCS(=O)(=O)C1 (centres undefined)
    -11	4	2	2	2	-12	-10	-6	-0.55
36: Cc1ccc(-n2c(O)c(C=Nc3ccc(S(=O)(=O)Nc4ncccn4)cc3)c3ccccc3c2=O)cc1C
    -20	-4	1	-1	-1	-8	6	-8	-0.04
37: CC(C)=N/N=C(/c1ccc([N+](=O)[O-])cc1)C12CN3CN(CN(C3)C1)C2
    0	-1	15	14	4	-11	2	-22	0.51

# New compounds follow
# The line under a structure holds: 14-3-3 Bad inh	p47phox inh	thrombin 1536	Rad51 HR inh	eIF4E-4G inh	EBV gp42 inh	KLK5 inh	Furin inh	Cl transport mod
41: N#Cc1nc(-c2ccc(OCc3ccc(Cl)cc3)cc2)oc1NCCCn1ccnc1
    2	8	0	-2	4	-3	-18	-34	-1.3
42: O=C1C=CN(Cc2ccccc2)CC1
    0	-1	5	-3	0	-12	5	-27	-0.59
43: CCOC(=O)c1c(NC(=O)CSc2ncn[nH]2)sc(C)c1C
    7	-12	3	-4	-2[fluorescence artefact?]	-13	-4	-17[20 µM]	0.075
44: CCCN(CCC)S(=O)(=O)c1ccc(C(=O)N2CC3CCC(CC3)C2)cc1
    -3	-3	-10	5	0	-6	-4	-9	x
45: Cc1ccc(-c2oc3ccccc3c(=O)c2O)cc1
    8	-13	-6	2	3	-16	-4	-16	106*
46: Cc1ccc2c(c1Br)/C(=N/N1C(=O)c3ccccc3C1=O)C(=O)N2
    -5[fluorescence artefact?]	11	4	x	3	9	15	-9[20 µM]	1.5
47: Cc1cc(NC(=O)CCCC(=O)NCc2ccccc2)no1
    -12	2	6	-72	1	-5	-7	-16	1.1
48: C=CCS(=O)(=O)N1CCCC(C(=O)c2cccc(Cl)c2)C1 (centres undefined)
    -2	1	-10	x	1	-7	-2	-17	-0.24
49: Cn1c(=O)cc(C(=O)N/N=C/c2ccc(F)cc2)[nH]c1=O
    -2	-11	-7	1	-2	-3	-5	-9	1.1
50: Cc1cc(N2CCOCC2)c2c(N)c(Br)cc(C)c2n1
    11[fluorescence artefact?]	0	-6	-3	-3[fluorescence artefact?]	-10	-4	-12	0.11
51: O=C(CSc1nnc(-c2ccco2)o1)NCC(=O)c1ccccc1
    -4	-3	-2	-1	-3	-11	12	-5[20 µM]	0.15
52: O=C(Cc1ccccc1[N+](=O)[O-])N1CCN(c2ccccc2F)CC1
    7	0	-5	1	1	-4	-7	-3	-1
53: CCOC(=O)CC1(C)NC(=O)c2c(C)sc(C(=O)OCC)c2N1 (centres undefined)
    36	-6	-3	x	5	-7	-3	-23	x
54: CCc1ccc(S(=O)(=O)NCc2cn3cccc(C)c3n2)s1
    -2	-16	-2	1	2[fluorescence artefact?]	-12	-10	-11	-2.2
55: CCOC(=O)C1=C(c2ccccc2)OC(N)=C(C#N)C1c1cccnc1 (centres undefined)
    4	1	x	0	3	-12	-3	-15	0.23
56: O=[N+]([O-])c1ccc(Oc2ccc(S(=O)(=O)N3CCCCC3)cc2)cc1
    -15	2	5	x	2[fluorescence artefact?]	-18	-1	-11	0.018
57: Cc1sc(NC(=O)COc2cccc(-n3cnnn3)c2)c(C#N)c1C
    -3	-14	0	-3	0	-25	6	-11	1.1
58: COc1ccc(NC(=O)CCCN2C(=O)CCC2=O)cc1Cl
    -14	-15	0	21	0	-29	-12	-22[20 µM]	0.63

# Bioassay records: PubChem, several laboratories
